Screens from PubChem BioAssay.
miR122 inh – inhibitors of miR-122 in Huh7 cells. activation (reporter increase), % at 12.5 µM. Huh7 miR-122 Renilla luciferase sensor, 48 h; neutral wells = 0, positive control = 100. AID 602342. 340,000 tested, 0.3% active;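 active = mean replicate activation score at least 90 and every replicate individually at or above 90; inconclusive = only one of the two criteria met; inactive = neither criterion met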;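 also: higher luciferase means less miR-122 activity so hits act as miR-122 inhibitors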
ARNT TACC3 PPI – disrupts binding between human ARNT and TACC3; Q9Y6A5; AlphaScreen His-ARNT PAS-B/GST-TACC3 binding, luminescence; TACC3 fragment carries E629A point mutation; inhibition, % at 9.99 µM; 390,000 tested, 0.66% active; AID 623870;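 active = mean inhibition of replicates at least 50% and at least half of replicates each reaching 50%; inconclusive = half or more replicates reach 50% but mean below 50%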;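 also: 0% = complete ARNT plus TACC3 wells and 100% = ARNT alone without TACC3; many hits fall short of the cut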
esBAF inh – inhibitors of esBAF chromatin remodeling in mouse ES cells; Bmi1-luciferase knock-in reporter, 24 h; 100% = twice the neutral-well signal; reporter increase, % at 12.5 µM; 350,000 tested, 2% active; in the data active = activation above about 40%; inconclusive = no clear call, values can overlap the other calls;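 also: 0% = median of the plate's neutral control wells and 100% = double that signal; a rise in the Bmi1 reporter signal indicates esBAF inhibition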
SIRT5 block – blocks human SIRT5 desuccinylation of peptide. Q9NXA8. Purified SirT5, succinyl-peptide AMC, trypsin-coupled fluorescence. inhibition, % at 15 µM. 330,000 tested, 1.1% active; in the data active = inhibition above about 15%; inconclusive = no clear call, values can overlap the other calls
Target sequence (Q9NXA8 whole entry, looked up): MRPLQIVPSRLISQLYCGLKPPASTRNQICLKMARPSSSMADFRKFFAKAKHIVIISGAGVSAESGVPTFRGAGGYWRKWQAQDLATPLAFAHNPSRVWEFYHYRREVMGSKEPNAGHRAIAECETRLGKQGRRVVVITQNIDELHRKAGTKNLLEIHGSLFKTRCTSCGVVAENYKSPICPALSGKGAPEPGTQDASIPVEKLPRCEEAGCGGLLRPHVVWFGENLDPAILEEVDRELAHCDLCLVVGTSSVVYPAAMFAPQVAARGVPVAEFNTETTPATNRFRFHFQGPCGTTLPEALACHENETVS
ERp5 block – ERp5 (human) disulfide isomerase inhibition | Q15084 | ERp5 insulin aggregation, absorbance 650 nm, 90 min | inhibition, % at 9.99 µM | 350,000 tested, 0.05% active | AID 651711;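 active = mean replicate inhibition above about 25%, with every replicate also reaching it, limit read from the data, passing the limit was not always enough; inconclusive = only one of those two criteria met; inactive = neither criterion met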
Target sequence (Q15084 whole entry, looked up): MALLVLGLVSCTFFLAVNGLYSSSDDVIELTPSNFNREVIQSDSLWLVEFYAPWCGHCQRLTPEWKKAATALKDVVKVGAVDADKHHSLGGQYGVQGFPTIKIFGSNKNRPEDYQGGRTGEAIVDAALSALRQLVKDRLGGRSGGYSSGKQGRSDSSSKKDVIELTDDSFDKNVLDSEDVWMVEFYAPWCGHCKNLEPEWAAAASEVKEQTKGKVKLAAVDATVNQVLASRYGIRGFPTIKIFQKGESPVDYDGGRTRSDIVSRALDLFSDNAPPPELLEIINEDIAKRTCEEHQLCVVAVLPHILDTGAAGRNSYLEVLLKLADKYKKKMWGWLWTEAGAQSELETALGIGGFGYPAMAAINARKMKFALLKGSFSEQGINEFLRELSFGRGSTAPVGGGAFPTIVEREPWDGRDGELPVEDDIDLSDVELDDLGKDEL
C2C12 statin – protects C2C12 myotubes from simvastatin toxicity; AID 602340; ATP luminescence, 48 h; scaled: DMSO 0, geranylgeraniol control 100; rescue of ATP level, % at 7.49 µM; 330,000 tested, 0.78% active;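 active = mean ATP rescue above about 67%, or every replicate alone reaching that limit, limit read from the data, passing the limit was not always enough; inconclusive = no clear call, values can overlap the other calls; inactive = mean under the limit and some replicate under it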;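 also: myotubes were challenged with 10 µM simvastatin during compound exposure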
Cneo AK release – causes C. neoformans cell lysis; adenylate kinase release luminescence, 4 h; normalised: neutral wells 0, clomiphene wells 100; lysis activity, % at 15 µM; AID 651654; 360,000 tested, 0.2% active;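 active = mean lysis activity across replicates of at least 80%, whatever share of replicates individually reach that level; inactive = mean lysis activity below 80%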
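Assay system: C. neoformans cells. Amount: yeast cell density of 5 × 10^6 cells/mL. Technique: AK luminescence. Buffer or medium: YPD. Times: static 4 h at 37 °C with compound, 1 h detection. Dosing: single-point compound dose. Read-out: lysis from increased AK signal.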
Active calls of the source: *; & = joins results of further samples; [ ] = another dose, or the depositor's remark.

Screening COC(=O)[C@H]1[C@H](CO)[C@H]2Cn3c(ccc(-c4ccccc4F)c3=O)[C@H]2N1C(=O)CC1CC1 returned miR122 inh -1[16.7 µM], ARNT TACC3 PPI -5, esBAF inh -3, SIRT5 block -1, ERp5 block 9, C2C12 statin -8 and Cneo AK release 47.
Cn1c(SCC(=O)Nc2ccc3c(c2)OCCO3)nnc1C1CC1 was read as miR122 inh -1, ARNT TACC3 PPI 7, esBAF inh -4, SIRT5 block 1, ERp5 block -3, C2C12 statin 1 and Cneo AK release -2.
Screening CCOC(=O)c1c(C)n(-c2ccc(C)cc2)c2ccc(OCC(O)CNCCCO)cc12 (stereo unspecified) returned ARNT TACC3 PPI 17, SIRT5 block -5 and ERp5 block 4.
`C[C@H](CO)N1C[C@H](C)[C@@H](CN(C)Cc2ccc(C(=O)O)cc2)Oc2ncc(-c3ccc(C(=O)N(C)C)cc3)cc2C1=O` gave miR122 inh -4, ARNT TACC3 PPI -5&-4, esBAF inh -8&-10&-2, SIRT5 block inconclusive, ERp5 block -8&1&3, C2C12 statin -8&4&-25 and Cneo AK release -13&3&-5.
`CCOC(=O)/C(C#N)=C/N=c1ccc(C)cn1C` gave miR122 inh 0, ARNT TACC3 PPI -5, SIRT5 block -1, ERp5 block 0 and Cneo AK release 3.
CN(C)Cc1nc2ccccc2c(=O)n1CC#N was read as ARNT TACC3 PPI 0, SIRT5 block -1 and ERp5 block inconclusive.
Screening COC(=O)c1ccc(NC(=S)NC2CC(C)(C)NC(C)(C)C2)cc1 returned miR122 inh 1, ARNT TACC3 PPI -2 and Cneo AK release -4.
O=C(c1nn(-c2ccccc2)c(=O)c2ccccc12)N1CCN(c2ccccn2)CC1 was read as miR122 inh -2, ARNT TACC3 PPI -1, esBAF inh -4, C2C12 statin 5 and Cneo AK release -4.
`Cc1ccc(-c2nnn(CC(=O)N(CC(=O)NC3CCCC3)c3ccc(F)c(Cl)c3)n2)o1` gave ARNT TACC3 PPI 0, esBAF inh 2, SIRT5 block -2, ERp5 block 1, C2C12 statin -2 and Cneo AK release 2.
For Cc1nn(-c2ccccc2)c2c1C(O)CC(C)(C)C2 (stereo unspecified) the results were miR122 inh 8, ARNT TACC3 PPI -49, esBAF inh -7, SIRT5 block -3, ERp5 block 3, C2C12 statin 11 and Cneo AK release 2.
For COc1ccc(OC)c(NC(=O)c2ccc(NC3=NC4CS(=O)(=O)CC4S3)cc2)c1 (stereo unspecified) the results were miR122 inh -11, ARNT TACC3 PPI -2, esBAF inh -9, SIRT5 block 4, ERp5 block 3, C2C12 statin 11 and Cneo AK release 0.
COc1cc2c(cc1Cl)C(=O)C(F)(c1ccccc1)C(=O)N2 (stereo unspecified) was read as ARNT TACC3 PPI -3, SIRT5 block -5 and ERp5 block 3.
For O=C(CSc1nnc(C2CC2)n1C1CC1)Nc1cccc(Br)c1 the results were miR122 inh -2, ARNT TACC3 PPI 0, esBAF inh 1, SIRT5 block -2, C2C12 statin 18 and Cneo AK release 0.
Screening COc1ccc(CCNC(=O)CSc2nnnn2-c2ccccc2OC)cc1OC returned miR122 inh -7, ARNT TACC3 PPI -8, esBAF inh 5, SIRT5 block -1, ERp5 block 5, C2C12 statin 0 and Cneo AK release -1.
`CCOC(=O)c1c(NC(=S)NCCc2ccccc2)sc2c1CC(C(C)C)OC2` (stereo unspecified) gave miR122 inh 3, ARNT TACC3 PPI -2 and Cneo AK release -5.
For Cc1ccc(NC(=O)C2(C)CCN2CCc2ccccc2)cc1O (stereo unspecified) the results were miR122 inh -2, esBAF inh 6, ERp5 block 4, C2C12 statin 16 and Cneo AK release 2.
For Cc1c(-c2ccccc2)[n+](=O)c2c(n1[O-])CCC2 the results were miR122 inh -4, ARNT TACC3 PPI -6, esBAF inh -5, C2C12 statin 3 and Cneo AK release 8.
`O=C1NC2(CCCCC2)N=C1c1ccc(Br)cc1` gave miR122 inh -9, ARNT TACC3 PPI -9, esBAF inh 15, C2C12 statin -9 and Cneo AK release 16.
`COCCn1c(N)c(C(=S)NC(=O)c2cccs2)c(=O)[nH]c1=O` gave miR122 inh 9, ARNT TACC3 PPI -11, esBAF inh -3, SIRT5 block 6, ERp5 block -4, C2C12 statin -3 and Cneo AK release -3.
For CC(C)C#Cc1ccc2c(c1)O[C@@H](CN(C)Cc1ccncc1)[C@H](C)CN([C@H](C)CO)S2(=O)=O the results were miR122 inh 7[16.7 µM], ARNT TACC3 PPI -2, esBAF inh 9, SIRT5 block 7, ERp5 block -3, C2C12 statin -71 and Cneo AK release -2.

In the list so far, these contain a cyano group:
`CCOC(=O)/C(C#N)=C/N=c1ccc(C)cn1C` gave miR122 inh 0, ARNT TACC3 PPI -5, SIRT5 block -1, ERp5 block 0 and Cneo AK release 3.
CN(C)Cc1nc2ccccc2c(=O)n1CC#N was read as ARNT TACC3 PPI 0, SIRT5 block -1 and ERp5 block inconclusive.

(next part)
For Cc1cccc(C(=O)Nc2cccc(C(=O)N/N=C/c3ccncc3)c2)c1 the results were miR122 inh 10, ARNT TACC3 PPI 7, esBAF inh -1, SIRT5 block -1, ERp5 block 4 and C2C12 statin -4.
For CCCNC(=O)N1C[C@H]2[C@@H](c3ccccc31)[C@H](CO)N2C(=O)Cc1ccccn1 the results were miR122 inh 11[16.7 µM], ARNT TACC3 PPI 5, esBAF inh -4, SIRT5 block -9, ERp5 block -8, C2C12 statin -5 and Cneo AK release -1.
For CC(=O)Nc1ccc(S(=O)(=O)NCc2cn3c(C)csc3n2)cc1 the results were miR122 inh 0, ARNT TACC3 PPI -4, esBAF inh -5, C2C12 statin -12 and Cneo AK release 3.
Screening CC1CCCC(O)(C(C(=O)O)c2ccccc2)C1 (stereo unspecified) returned miR122 inh 1, ARNT TACC3 PPI -4, esBAF inh -2, ERp5 block 10, C2C12 statin 3 and Cneo AK release 0.
Screening CCOc1ccc(N(C(=O)/C=C/C(=O)Nc2cc(C)on2)C(C(=O)NC2CCCC2)c2ccccc2C)cc1 (stereo unspecified) returned miR122 inh 2, ARNT TACC3 PPI 2, esBAF inh 2, SIRT5 block 1, ERp5 block 6, C2C12 statin inconclusive and Cneo AK release 3.
CCOCCCNS(=O)(=O)c1cc2[nH]c3c(c2cc1C)C(=O)CC(C)(C)C3 was read as miR122 inh 51, ARNT TACC3 PPI 4, esBAF inh -5, SIRT5 block 0, ERp5 block 1, C2C12 statin 0 and Cneo AK release -1.
Screening CC(=O)C1=NN(c2ccc(Cl)cc2)C(c2ccc3c(c2)OCO3)N(C(C)=O)N1C (stereo unspecified) returned ARNT TACC3 PPI 4, SIRT5 block -4 and ERp5 block -4.
Screening CCOC(=O)N1CCC(NC(=O)c2cc3c(C)nc4ccccc4c3o2)CC1 returned miR122 inh 3, ARNT TACC3 PPI -2, esBAF inh 11, SIRT5 block -1, ERp5 block -2, C2C12 statin -8 and Cneo AK release -1.
For COc1ccc(C(=O)COC(=O)c2cccs2)cc1 the results were miR122 inh -16, ARNT TACC3 PPI -3, esBAF inh 68*, SIRT5 block -3, ERp5 block 2, C2C12 statin -4 and Cneo AK release -3.
O=C(NCc1ccc(F)c(F)c1)c1cccc2c(-c3cccnc3)coc12 was read as miR122 inh -3, esBAF inh 8, SIRT5 block -3, ERp5 block 7, C2C12 statin -20 and Cneo AK release -1.
C[C@H]1CN([C@@H](C)CO)C(=O)c2cccc(NS(=O)(=O)c3ccccc3)c2O[C@@H]1CN(C)Cc1ccc(C(=O)O)cc1 was read as miR122 inh 5[16.7 µM], ARNT TACC3 PPI -10, esBAF inh 1, SIRT5 block -3, ERp5 block -9, C2C12 statin -27 and Cneo AK release -5.
COc1cccc(C(NC(C)=O)c2nc(-c3cccc(C#N)c3)cs2)c1 (stereo unspecified) was read as miR122 inh -3, esBAF inh 1, ERp5 block 4, C2C12 statin 2 and Cneo AK release 7.
For O=C(COC(=O)c1cccc(F)c1)Nc1cccnc1Cl the results were miR122 inh 1, ARNT TACC3 PPI -2, esBAF inh -5, SIRT5 block -3, ERp5 block 4, C2C12 statin -5 and Cneo AK release 2.
COc1ccc(C#Cc2ccc([C@@H]3[C@@H](CO)N4CCCCN(S(=O)(=O)c5ccccc5)C[C@H]34)cc2)cc1 was read as miR122 inh -9[16.7 µM], ARNT TACC3 PPI -6, esBAF inh 2, SIRT5 block 4, ERp5 block -2, C2C12 statin -2 and Cneo AK release -1.
`CN(C)CCCOc1ccc(-c2ccc3nccn3c2)cn1` gave miR122 inh 3, esBAF inh -1, SIRT5 block -1, ERp5 block 1, C2C12 statin -7 and Cneo AK release 0.
For C=CCNC(=S)NNC(=O)COc1ccc2cc(Br)ccc2c1 the results were miR122 inh -12, ARNT TACC3 PPI -5, esBAF inh 41*, SIRT5 block -6, ERp5 block -1, C2C12 statin 26 and Cneo AK release 1.
For O=C(CSc1nnnn1-c1ccccc1)Nc1ncc(Cc2cc(Cl)ccc2Cl)s1 the results were miR122 inh -4, ARNT TACC3 PPI -4, esBAF inh 1, C2C12 statin 8 and Cneo AK release 0.
`COc1ccccc1NC(=O)C1=C(C)Nc2nc(-c3cccnc3)nn2C1c1ccccn1` (stereo unspecified) gave miR122 inh -2, ARNT TACC3 PPI -3, esBAF inh -9, SIRT5 block -3, ERp5 block 7, C2C12 statin -6 and Cneo AK release 0.
For Cc1ccsc1C(=O)OCC(=O)NCc1ccc2c(c1)OCO2 the results were miR122 inh 5, ARNT TACC3 PPI -9, esBAF inh -1 and C2C12 statin 4.
For CCOc1ccc(C2c3[nH]c4ccccc4c3CCN2Cc2cn(CC)nc2C)cc1 (stereo unspecified) the results were ARNT TACC3 PPI -4, SIRT5 block -1, ERp5 block 1 and Cneo AK release 1.

Overlap with the part before: 2 entries; new compounds follow.
For Cc1ccsc1C(=O)OCC(=O)NCc1ccc2c(c1)OCO2 the results were miR122 inh 5, ARNT TACC3 PPI -9, esBAF inh -1 and C2C12 statin 4.
For CCOc1ccc(C2c3[nH]c4ccccc4c3CCN2Cc2cn(CC)nc2C)cc1 (stereo unspecified) the results were ARNT TACC3 PPI -4, SIRT5 block -1, ERp5 block 1 and Cneo AK release 1.
For Cc1nc(N)[nH]c(=O)c1CCCNc1ccc(CCC2(CCl)OCCO2)cc1 the results were miR122 inh 42, ARNT TACC3 PPI 17, esBAF inh 31, ERp5 block 1, C2C12 statin -1 and Cneo AK release -4.
O=C(NCC1CCCO1)c1cc2c([nH]c3ccccc32)c(-c2cccc(Br)c2)n1 (stereo unspecified) was read as miR122 inh -2, ARNT TACC3 PPI -6, esBAF inh -4, ERp5 block -3, C2C12 statin -12 and Cneo AK release -1.
Screening CN(C)C(=O)C[C@@H]1CC[C@H](NC(=O)C2CCOCC2)[C@@H](CO)O1 returned ARNT TACC3 PPI -1, esBAF inh -4, SIRT5 block -1, ERp5 block -3, C2C12 statin -13 and Cneo AK release 44.
Screening C[C@H]1CN([C@@H](C)CO)C(=O)Cc2cc(NC(=O)CCC(F)(F)F)ccc2O[C@H]1CN(C)Cc1ccc(-c2ccccc2)cc1 returned miR122 inh -8, ARNT TACC3 PPI -3, esBAF inh -2, ERp5 block -4, C2C12 statin 0 and Cneo AK release 5.
Screening CC1(CCc2ccccc2)NC(=O)N(CC(=O)Nc2ccccc2)C1=O (stereo unspecified) returned miR122 inh 1, esBAF inh 6, SIRT5 block -3, ERp5 block 3 and C2C12 statin 16.
O=C(C[C@@H]1CC[C@@H](NC(=O)Nc2cc(F)ccc2F)[C@H](CO)O1)NCc1ccc2c(c1)OCO2 was read as miR122 inh 1[16.7 µM], ARNT TACC3 PPI 8, esBAF inh -13, SIRT5 block 4, ERp5 block -2, C2C12 statin -11 and Cneo AK release 3.
`O=C(CSc1nnc(-c2cccnc2)o1)Nc1ccccc1Br` gave ARNT TACC3 PPI -1, esBAF inh 19, SIRT5 block 2, ERp5 block 1, C2C12 statin 18 and Cneo AK release -9.
